# Screening results deposited in PubChem by several laboratories.
# BAP1 inh: inhibitors of BAP1 deubiquitinase, primary screen, biochemical, Ub-AMC fluorescence, kinetic; recombinant BAP1, Ub-AMC hydrolysis fluorescence kinetic; stronger effect = lower value; activity remaining (% of control), % at 20 µM; AID 436, 2006; hit rate 0.48% among 72,000; Ubiquitin carboxyl-terminal hydrolase BAP1 (Homo sapiens), Q92560;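 active means activity remaining at or below 50% of control, provided the compound also passes the data quality filters; inactive means the rest, including low values that fail the filters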;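 further: 100% = DMSO wells rate and 0% = substrate alone blank rate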
# Target sequence (Q92560 whole entry, looked up): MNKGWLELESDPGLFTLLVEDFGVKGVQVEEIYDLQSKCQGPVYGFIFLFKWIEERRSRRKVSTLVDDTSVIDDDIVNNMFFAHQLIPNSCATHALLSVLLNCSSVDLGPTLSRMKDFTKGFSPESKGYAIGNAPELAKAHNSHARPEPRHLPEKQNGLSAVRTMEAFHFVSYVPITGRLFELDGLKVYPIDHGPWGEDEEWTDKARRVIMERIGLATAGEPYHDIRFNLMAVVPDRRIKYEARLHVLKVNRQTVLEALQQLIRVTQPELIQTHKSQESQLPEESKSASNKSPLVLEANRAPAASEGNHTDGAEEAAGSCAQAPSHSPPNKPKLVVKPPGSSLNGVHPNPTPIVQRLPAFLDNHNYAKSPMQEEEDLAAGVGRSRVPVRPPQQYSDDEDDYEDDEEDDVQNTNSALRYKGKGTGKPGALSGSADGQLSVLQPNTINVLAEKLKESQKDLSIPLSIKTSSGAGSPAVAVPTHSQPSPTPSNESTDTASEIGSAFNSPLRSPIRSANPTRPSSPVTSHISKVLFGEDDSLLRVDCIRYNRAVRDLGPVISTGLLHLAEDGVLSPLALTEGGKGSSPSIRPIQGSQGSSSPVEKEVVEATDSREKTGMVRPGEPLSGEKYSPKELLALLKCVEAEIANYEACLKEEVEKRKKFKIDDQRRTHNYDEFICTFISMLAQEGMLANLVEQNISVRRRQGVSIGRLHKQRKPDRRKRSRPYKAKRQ
# HePTP inhibitor: inhibitors of human HePTP phosphatase, primary screen, biochemical, absorbance, leukemia target. recombinant HePTP phosphatase activity, OD absorbance. inhibition, % at 20 µM. hit rate 0.64% among 110,000; in the data active means inhibition above about 50%;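 further: plate controls were vehicle for no effect and reference inhibitor for full effect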
# Target sequence (P35236 whole entry, looked up): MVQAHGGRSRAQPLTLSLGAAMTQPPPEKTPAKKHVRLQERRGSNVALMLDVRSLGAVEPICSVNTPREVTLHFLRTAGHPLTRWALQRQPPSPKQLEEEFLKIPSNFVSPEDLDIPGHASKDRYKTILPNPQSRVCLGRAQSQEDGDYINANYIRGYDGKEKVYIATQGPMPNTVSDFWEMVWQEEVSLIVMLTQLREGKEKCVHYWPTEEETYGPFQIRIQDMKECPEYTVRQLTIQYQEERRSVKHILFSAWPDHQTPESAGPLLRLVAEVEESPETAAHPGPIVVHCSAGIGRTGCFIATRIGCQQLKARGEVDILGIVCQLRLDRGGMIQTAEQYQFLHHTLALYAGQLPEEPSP
# Numbers without * were called inactive; · = not tested or not shown; & = joins results of further samples. No enrichment for hits (roughly 0.83% active in at least one column).
HePTP inhibitor	BAP1 inh	mol
-7	·	Cc1ccc2[nH]c(=O)c(C(=O)/C=C\c3ccccc3)c(-c3ccccc3)c2c1
1	·	Cc1cc(OCC(=O)Nc2ccc(Cl)c(C(F)(F)F)c2)ccc1Br
10	·	CCOC(=O)Cc1cc(OC)c(OC)cc1Cc1cc(OC)c(OC)cc1CC(=O)OCC
3	98	CC(CN1CCCCC1)OC(=O)Cc1ccc(Cl)cc1 (stereo not drawn)
1	105	CCCCN(CCCNC(=O)C1CCN(S(=O)(=O)N2CCOCC2)CC1)Cc1ccccc1
-24	·	O=C(Nc1ccc(F)cc1)c1ccccc1C(F)(F)F
-9	·	O=C(Nc1cccc(-c2cn3ccccc3n2)c1)c1ccccc1Cl
8	·	Cc1ccc(CN2CCN(/N=C/c3cc([N+](=O)[O-])ccc3Cl)CC2)cc1
10	·	Cc1nc2sc(C(=O)c3ccc(F)cc3)c(N)c2c(C)c1C(=O)Nc1ccccc1
11	·	C=CCN=CC1=C(O)CC(C)(C)CC1=O
1	103	O=C1CCCC2=C1C(O)(C(F)(F)F)C(=O)N2Cc1ccccc1 (stereo not drawn)
-6	115	Cc1n[nH]c(C)c1S(=O)(=O)N1CCN(C2CCCCC2)CC1
13	·	COc1ccc(C2=C/C(=C/c3ccc(OC)c(Br)c3)C(=O)O2)cc1
-9	106	CN(C(=O)c1cccc(C#N)c1)c1nnc(-c2cnccn2)s1
9	·	CC1=NN(C(=O)c2ccncc2)C(O)(c2ccc(Cl)cc2)C1 (stereo not drawn)
7	·	O=C(O)Cc1cc(I)c(Oc2ccc(O)c(I)c2)c(I)c1
1&-1	100	COc1ccc(CSc2nnnn2C)cc1F
4	51	CCOc1ccc(N(CC(=O)O)S(=O)(=O)c2ccc(F)cc2)cc1
8	92	Cc1ccc(C)c(N2C(=O)CN=C2Nc2ccccc2Cl)c1
-4	103	CCOCC(=O)Nc1ccc(F)c(F)c1
5	·	CN(C)C(=O)c1ccccc1NC(=O)c1ccccc1Cl
-1	·	Cc1ccc(C(=O)Nc2ccc(C(C)C)cc2)cc1C
2	·	c1ccc2sc(-c3ccc(NCc4ccc5c(c4)OCO5)cc3)nc2c1
·	87	CCCCN1CCC(COC(=O)c2cc(Cl)c(N)c3c2OCCO3)CC1
11	·	CCOC(=O)CCCC[C@H]1SC[C@@H](NC(=O)OC)[C@H]1NC(=O)OC
-7	82	COc1ccc(NC(=O)C23CCC(C2)C(C)(C)C3=O)cc1 (stereo not drawn)
-8	·	COc1ccc(C=NNC(=O)Cn2nnc3ccccc32)c(OC)c1
8	100	Cc1nc2nc3c(cn2n1)C(=O)CC(c1ccccc1)C3 (stereo not drawn)
-4	·	COc1ccccc1-c1nc(-c2ccc(Cl)cc2Cl)no1
4	·	Ic1ccc(-c2nc(-c3ccccn3)no2)cc1

# Four compounds from above, sorted by their value in HePTP inhibitor, falling.
Compound | HePTP inhibitor | BAP1 inh
COc1ccc(C2=C/C(=C/c3ccc(OC)c(Br)c3)C(=O)O2)cc1 | 13 | ·
CC1=NN(C(=O)c2ccncc2)C(O)(c2ccc(Cl)cc2)C1 (stereo not drawn) | 9 | ·
O=C(O)Cc1cc(I)c(Oc2ccc(O)c(I)c2)c(I)c1 | 7 | ·
CN(C)C(=O)c1ccccc1NC(=O)c1ccccc1Cl | 5 | ·

# Later entries.
HePTP inhibitor	BAP1 inh	mol
-12	·	COc1ccc2c(=O)c(Oc3ccc(C(C)(C)C)cc3)coc2c1
6	93	CCOc1ccccc1N1C(=O)CC(N(O)c2ccccc2)C1=O (stereo not drawn)
0	81	Cc1ccnc(SCCn2c(Br)nc3c2c(=O)n(C)c(=O)n3C)n1
2	·	CCC12C(=O)C(CC)(C(c3ccccc3)=C1c1ccccc1)C1C(=O)N(c3ccccc3[N+](=O)[O-])C(=O)C12 (stereo not drawn)
-1	115	Cc1ccc(CNC2=NCCCCC2)n1C
4	89	O=C(Nc1ccccc1)N1CCC(c2nc(-c3ccc(S(=O)(=O)N4CCOCC4)cc3)no2)CC1
10	93	CC(C)(C)c1ccc(NC(=O)COC(=O)C2=COCCO2)cc1
7	80	N#Cc1cn(-c2ccccc2)nc1-c1ccccc1
16	·	O=C1/C(=C\c2ccc(-c3ccccc3[N+](=O)[O-])o2)SC(=S)N1C1CCS(=O)(=O)C1 (stereo not drawn)
-3	·	Cc1ccc(Cn2ccc(NC(=O)CCSc3nc(-c4ccco4)cc(C(F)(F)F)n3)n2)cc1
-7	·	COc1ccccc1C(=O)Nc1ccc2oc(-c3cccc(C)c3)nc2c1
-2	90	FC(F)(F)c1cc(-c2ccco2)nc(-n2nc(C(F)(F)F)cc2C2CC2)n1
0	80	CCOc1ccc(OCC)c(NC(=O)CSc2nc3ccccc3c(=O)n2C)c1
-2	·	COc1cc(/C=N/NC(=O)COc2ccccc2[N+](=O)[O-])ccc1OCc1ccccc1
-6	83	CC(=O)Cc1nsc(NC(=O)c2ccc(COc3ccc(C)cc3)o2)n1
7	98	C=CCNC(=O)C(C)Sc1ccc(Cl)cc1 (stereo not drawn)
·	99	O=c1[nH]c2cc(Cl)ccc2c(-c2ccccc2)c1Sc1ncn[nH]1
8	·	COc1ccccc1C1Nc2ccccc2NC2=C1C(=O)CC(c1ccc(Cl)cc1)C2 (stereo not drawn)
0	·	Fc1ccc(/C=N/N2CCOCC2)cc1
5	69	CN(C)C(=O)CSc1nc2ccccc2c(=O)[nH]1
11	89	O=C(Nc1cccnc1)C1(F)C(F)(F)C(F)(F)C(F)(F)C(F)(F)C1(F)F
4	128	Cc1ccccc1CN1CCN(C(=O)c2cccc(F)c2)CC1
16	100	O=C1c2ccccc2C(=O)N1c1ccccc1S(=O)C(F)(F)F (stereo not drawn)
6	106	O=C(CSc1nnc(-c2ccco2)n1CC1CCCO1)c1ccccc1 (stereo not drawn)
10	110	Cc1ccc(S(=O)(=O)N2CCCC2C(=O)O)cc1 (stereo not drawn)
-11	81	COc1ccc(OCC(O)Cn2c(=N)n(CCN3CCCCC3)c3ccccc32)cc1 (stereo not drawn)
-7	·	O=C1/C(=C/Nc2ccccc2NS(=O)(=O)c2ccc([N+](=O)[O-])cc2)CCc2ccccc21
2	85	COc1cccc(/C=C2/CN(C)CC3=C2OC(N)=C(C#N)C3c2cccc(OC)c2)c1 (stereo not drawn)
-3	107	COc1ccc(NC(=O)CSc2nncs2)cc1OC
12	115	CC(C)(C)n1nnnc1C(c1ccccc1)N1CCc2ccccc2C1 (stereo not drawn)

# Single entries from the results shown:
# `CC(=O)Cc1nsc(NC(=O)c2ccc(COc3ccc(C)cc3)o2)n1` | BAP1 inh: 83
# `CC(C)(C)c1ccc(NC(=O)COC(=O)C2=COCCO2)cc1` | HePTP inhibitor: 10

# Complete entries as entered above. Order of screens: HePTP inhibitor | BAP1 inh
# Profile of CC(C)(C)c1ccc(NC(=O)COC(=O)C2=COCCO2)cc1 → 10 | 93
# Profile of FC(F)(F)c1cc(-c2ccco2)nc(-n2nc(C(F)(F)F)cc2C2CC2)n1 → -2 | 90
# Profile of O=C1/C(=C/Nc2ccccc2NS(=O)(=O)c2ccc([N+](=O)[O-])cc2)CCc2ccccc21 → -7 | ·
# Profile of COc1ccc2c(=O)c(Oc3ccc(C(C)(C)C)cc3)coc2c1 → -12 | ·
# Profile of Cc1ccc(S(=O)(=O)N2CCCC2C(=O)O)cc1 (stereo not drawn) → 10 | 110

# Next section:
HePTP inhibitor	BAP1 inh	mol
6&5	91	Cc1cc(-n2ccc(=O)[nH]c2=O)nc(-c2ccccc2)n1
2	·	COc1cc2c(cc1NC(=O)CSCC(=O)O)oc1ccccc12
2	111	CC1CCCCN1CCNC(=O)C1CC(=O)N(c2ccc(F)c(Cl)c2)C1 (stereo not drawn)
-10	·	Cc1cccc(NC(=O)c2cccc(C(=O)Nc3cccc(C)c3)n2)c1
1	81	O=c1c(-c2ccccc2)coc2c(CN3CCCC3)c(O)ccc12
·	63	CCCCOC(=O)C1=C(C)NC(=O)NC1c1ccc(OC)c(OC)c1 (stereo not drawn)
6	90	O=C(NCCCCO)C(F)(F)C(F)(F)C(F)(F)C(=O)NCCCCO
-4	·	Cc1ccc(S(=O)(=O)NC(C)(C)CNC(c2ccccc2)c2ccccc2)cc1
3	·	c1ccc(C(=NCCN=C(c2ccccc2)c2ccccc2)c2ccccc2)cc1
7	102	COCCN(C(=O)CCC(=O)Nc1ccccn1)C(C(=O)NC1CCCC1)c1ccc(OC)cc1 (stereo not drawn)
2	·	O=C(N/N=C(/C=C/c1ccccc1[N+](=O)[O-])c1ccccc1)c1ccc(O)cc1
4	86	Cc1c(N=Cc2ccncc2)c(=O)n(-c2ccccc2)n1C
6	·	Cc1ccc(/C=N/N=C2/NC(=O)C(CC(=O)Nc3ccccc3C(F)(F)F)S2)o1 (stereo not drawn)
-9	·	Cc1ccc2c(c1)-c1c(ssc1=S)C(C)(C)N2C(=O)Cc1ccc(F)cc1
-1	122	COc1cccc(C2=CC(c3ccc(N(C)C)cc3)n3ncnc3N2)c1 (stereo not drawn)
5	·	COc1ccc(CSC2=NCCN2)cc1Br
6	95	CCOCC(=O)Nc1cccc(NC(C)=O)c1
3	73	Cc1ccc(CC2CC(=O)N(c3ccncc3)C2=O)cc1 (stereo not drawn)
0	117	CCN(CC)S(=O)(=O)c1ccc(-c2nnc(SCC(=O)c3ccc(OC)cc3)o2)cc1
5	111	Cc1cccc(-n2ncc3c(NCc4ccc5c(c4)OCO5)ncnc32)c1
5	108	COCc1[nH]nc2c1C1(CCSCC1)C(C#N)=C(N)O2
11	·	CCOC(=O)C1=C(C)N=c2s/c(=C\c3ccc([N+](=O)[O-])o3)c(=O)n2C1c1ccc(C)cc1 (stereo not drawn)
2	93	Cc1ccccc1OCC(=O)NCCN(C)C
-9	100	Cc1csc(NC(=O)CSc2nnc(-c3ccoc3C)n2Cc2ccco2)n1
8	98	Cc1cc(=O)[nH]c(-c2ccccc2O)n1
11	96	CCCC(c1nnnn1Cc1ccco1)N1CCN(C2CCCC2)CC1 (stereo not drawn)
8	113	COc1ccc(CCNC(=O)C2CCCN(S(=O)(=O)c3cccc4nonc34)C2)cc1OC (stereo not drawn)
-10	·	COc1ccccc1NC(=O)c1ccc(CN2CCc3ccccc3C2)cc1
-8	120	CCOC(=O)C1CCN(c2nc3ccccc3nc2C(C#N)C(=O)OC(C)COC)CC1 (stereo not drawn)
2	·	O=C(COc1ccc2ccccc2c1)Nc1ccc2c(c1)OCCO2
-4	83	Cc1ccc2c(c1)[nH]c1c(=O)n(CCCN3CCOCC3)cnc12
8	102	CN(C)c1ccc(CNn2cnnc2)cc1
6	102	CCN(CC)CCNC(=O)c1ccc(CS(=O)(=O)c2ccc(Br)cc2)o1
5	101	Nc1nc(N2CCOCC2)nc(N(c2ccccc2)c2ccccc2)n1
-3	92	CC1(C)CC(=O)C(C(=O)CCCCC(=O)C2C(=O)CC(C)(C)CC2=O)C(=O)C1
6	·	Cc1onc(-c2ccccc2Cl)c1C(=O)Nc1sc2c(c1C(N)=O)CCCC2
-5	·	O=C(Nc1ccc([N+](=O)[O-])cc1)c1cc(Br)ccc1Cl
3	93&115	CC[n+]1ccc(C)c2cc(S(=O)C(F)(F)F)ccc21 (stereo not drawn)
5	·	Cc1ccc(C2SCC(=O)N2c2ccc(Cl)c(Cl)c2)cc1 (stereo not drawn)
-7	90	O=C(CSc1ncn(-c2ccccc2)n1)c1cccs1
2&9	87	CN(C)c1ccc(C(=S)N2CCN(c3ccccc3)CC2)cc1
-1	·	O=C(NNC(=O)c1ccccc1[N+](=O)[O-])Nc1ccccc1
6	·	Cc1ccc(S(=O)(=O)N2CCN(C3CCCCC3)CC2)cc1
11	91	COc1cc(C)c(S(=O)(=O)N2CCN(C)CC2)cc1C
6	·	CC1=C(C(=O)OCCOc2ccccc2)C(c2ccc(C)cc2)C2=C(CCCC2=O)N1 (stereo not drawn)
8	·	COC(=O)c1c(NC(=O)c2cccc(Br)c2)sc(C)c1C
3	·	CCN(CC)C(=O)c1cc2c(=O)n3cccc(C)c3nc2n1C
-2	188	Cc1ccc(C(=O)Nc2c(C)ccc3nsnc23)cc1
16	81	CC(C)OC(=O)C(CC(=O)O)NCc1ccccc1 (stereo not drawn)
7	·	N#Cc1c(NC(=O)CSc2ncn(-c3ccccc3)n2)sc2c1CCCC2
12	116	Cc1c(NC(=O)c2cc(-n3cnnc3)ccc2Cl)cccc1-c1nc2ccccc2o1
1	·	CC1=C(C(=O)Nc2ccccc2)C(c2ccc3c(c2)OCO3)NC(=S)N1 (stereo not drawn)
1	139	Cc1nnc(SCC(=O)NCc2ccc3c(c2)OCO3)[nH]c1=O
-2	84	COc1cc(NC(=O)Nc2ccccc2OC)c(OC)cc1NC(=O)CN1CCCCC1
-2	104	COC(=O)c1nc2n(n1)C(c1cccc(Cl)c1)C1=C(CCCC1=O)N2 (stereo not drawn)
-9	95	CCc1nc(Sc2nc(C)cc(C)n2)c2oc3ccccc3c2n1
-2&5	98	Cc1cc2c(cc1C)C(=O)NC(C)(C)C2
5	91	Cc1nc(N2CCCC2)c2ccsc2n1
3	·	Cc1cccc(C(C)C)c1NC(=O)Nc1ccc(Cl)cc1
0	·	COc1ccccc1-c1c(C(F)(F)F)oc2cc(OCc3ccccc3)ccc2c1=O
-10	·	COc1ccc(-c2cc(C(=O)N/N=C/c3c(C)[nH]c4ccccc34)[nH]n2)cc1
2	108	CC(=O)OCC(OC(C)=O)C(OC(C)=O)C(OC(C)=O)C(=O)Nc1ccc(C)cc1 (stereo not drawn)
1	·	COc1ccc(/C=C/C(=O)Nc2ccccc2C(F)(F)F)cc1Br
